GPT2 inhibitor = Primary qHTS assay for inhibitors of Glutamate pyruvate transaminase 2 (GPT2) | Alanine aminotransferase 2 (Homo sapiens), Q8TD30 | actives 0.25% (n = 100,000) | Potency, µM (highest dose often 57.7 µM), without a hit: top-dose activity change, negative = inhibition, hits mostly inhibitors | AID 1671188, 2021 | Recombinant GPT2, coupled pyruvate oxidase/HRP Amplex Red fluorescence; further: potency means the concentration at half of the fitted maximal effect; nearly all actives have a fitted effect of over 60% in size; many of its hits are not listed in these tables
Target sequence (Q8TD30 whole entry, looked up): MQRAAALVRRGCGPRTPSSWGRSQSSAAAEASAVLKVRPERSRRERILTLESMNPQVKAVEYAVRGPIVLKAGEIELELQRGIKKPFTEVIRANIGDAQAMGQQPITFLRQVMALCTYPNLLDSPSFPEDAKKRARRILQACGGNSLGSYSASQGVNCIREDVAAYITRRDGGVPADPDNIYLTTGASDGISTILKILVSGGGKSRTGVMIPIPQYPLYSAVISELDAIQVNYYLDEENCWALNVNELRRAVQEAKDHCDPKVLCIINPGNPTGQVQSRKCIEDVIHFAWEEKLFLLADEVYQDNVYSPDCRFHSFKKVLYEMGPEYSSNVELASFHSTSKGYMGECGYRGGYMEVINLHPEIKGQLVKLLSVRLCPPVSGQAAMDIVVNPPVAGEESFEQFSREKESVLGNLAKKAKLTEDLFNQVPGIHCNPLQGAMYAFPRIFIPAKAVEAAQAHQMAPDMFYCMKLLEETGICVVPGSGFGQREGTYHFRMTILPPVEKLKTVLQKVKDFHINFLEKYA
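Fluorescence of coupled pyruvate oxidase/HRP/Amplex Red system (50uM Amplex, 30 min, dark) reports pyruvate formed by GPT2. Enzyme reaction: 10ng/uL GPT2, 2mM L-alanine, 250uM a-KG, 30 min room temperature, pH 7.5; 50uM AOA control.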
IP6K1 inhibitor = Primary qHTS assay for small molecule inhibitors of Inositol hexaphosphate kinase 1 (IP6K1); Inositol hexakisphosphate kinase 1 (Homo sapiens), Q92551; AID 1645851, 2021; actives 0.81% (n = 140,000); IP6K1 kinase, ADP-Glo luminescence, 2 h; hits give low values; activity change, % (series mostly up to about 58 µM); in the data active means activity change below about -25%
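ADP-Glo luminescence measures ADP made by human IP6K1 during a 2 h RT reaction with ATP/IP6 (mix at 1.3 mM/130 uM); top library doses 57.5 and 19.1 uM final.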
HEK293 viab = GF-AFC viability counterscreen for inhibitors of alpha-synuclein gene (SNCA) expression. actives 0.12% (n = 150,000). HEK-293-SNCA-luc viability, GF-AFC fluorescence, 24 h. Potency, µM (titrated, usually from 57.1 µM), for the others: at the highest dose activity change, negative = cytotoxicity, usual class: cytotoxic;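 further: potency means the concentration at half of the fitted maximal effect; 0% = DMSO-treated cells and -100% = medium-only wells without cells; nearly all actives have a fitted effect of over 30% in size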
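Cytotoxicity counterscreen: after 24 h compound treatment of genome-edited SNCA-luciferase HEK-293 cells, live-cell protease substrate GF-AFC read by fluorescence after 30 min; activity scaled between DMSO (0%) and medium-only (-100%), curves Hill-fitted.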
Luciferase inh = Firefly luciferase inhibition profiling of diverse chemical library using quantitative high-throughput screening; Potency, µM (series often up to 115 µM), for inactives: at the top dose activity change, negative = inhibition, most hits filed as inhibitors; purified P. pyralis luciferase, luminescence, biochemical; actives 2.5% (n = 76,000); Luciferin 4-monooxygenase (Photinus pyralis), P08659; further: potency means the concentration at half of the fitted maximal effect; nearly all actives have a fitted effect of over 65% in size
Target sequence (P08659 whole entry, looked up): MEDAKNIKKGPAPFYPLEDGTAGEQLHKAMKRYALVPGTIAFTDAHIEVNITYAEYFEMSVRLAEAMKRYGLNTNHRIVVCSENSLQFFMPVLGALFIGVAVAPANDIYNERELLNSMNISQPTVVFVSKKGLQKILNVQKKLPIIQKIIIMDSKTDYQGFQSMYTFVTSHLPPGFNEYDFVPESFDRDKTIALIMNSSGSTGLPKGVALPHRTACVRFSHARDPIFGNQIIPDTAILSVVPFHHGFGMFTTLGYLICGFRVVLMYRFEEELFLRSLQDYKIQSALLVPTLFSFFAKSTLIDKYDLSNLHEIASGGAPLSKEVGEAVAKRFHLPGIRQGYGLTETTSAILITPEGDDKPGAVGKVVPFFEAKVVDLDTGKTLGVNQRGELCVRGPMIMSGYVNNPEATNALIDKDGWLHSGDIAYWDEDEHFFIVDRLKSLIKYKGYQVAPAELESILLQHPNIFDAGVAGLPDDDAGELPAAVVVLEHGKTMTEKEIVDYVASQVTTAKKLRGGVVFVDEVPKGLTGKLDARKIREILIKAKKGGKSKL
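Luminescence read by CCD imager after adding enzyme (10nM final) to wells holding compound, titrated in qHTS. Substrates 10uM each D-luciferin and ATP; buffer 50mM Tris acetate pH 7.5, 10mM Mg acetate, Tween-20, BSA.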
SNCA expr inhib = Primary qHTS assay for inhibitors of alpha-synuclein gene (SNCA) expression. HEK-293 SNCA-luciferase knock-in, luminescence, 24 h. AID 1671194, 2021. Potency, µM (doses to about 57.2 µM), for the others: at the top dose activity change, negative = inhibition, hits mostly inhibitors. actives 0.17% (n = 140,000);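 further: potency means the concentration at half of the fitted maximal effect; plate controls were DMSO cells for no effect and cell-free wells for full effect; nearly all actives have a fitted effect of over 45% in size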
HEK293 tox = Cytotoxic Profiling in HEK 293 Cell Line of Diverse Libraries Using Quantitative High-Throughput Screening; HEK 293 viability, ATP luminescence (CellTiter-Glo), 48-72 h; Potency, µM (titrated, usually from 115 µM), inactives show at the highest dose activity change, negative = cytotoxicity, usual class: inhibitors; actives 6.6% (n = 94,000); further: potency means the concentration at half of the fitted maximal effect; nearly all actives have a fitted effect of over 60% in size
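CellTiter-Glo luminescence (cellular ATP) was read after 48 or 72 hr of compound exposure at 37 degree Celsius. Cells were HEK 293 plated at 250 cells/well.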
3T3 cytotox = Cytotoxic Profiling in NIH 3T3 Cell Line of Diverse Libraries Using Quantitative High-Throughput Screening. NIH 3T3 viability, CellTiter-Glo ATP luminescence, 48-72 h. Potency, µM (titrated, usually from 96.7 µM), for inactives: at the top dose activity change, negative = cytotoxicity, most hits filed as inhibitors. actives 4.3% (n = 94,000). AID 1345082, 2018; further: potency means the concentration at half of the fitted maximal effect; nearly all actives have a fitted effect of over 55% in size
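Cells were seeded at 400 per well, treated with pin-transferred compound, and kept 48 or 72 hr at 37 °C before CellTiter-Glo addition and luminescence imaging of cellular ATP.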
Numbers without * were called inactive; i = inactive; ? = inconclusive; / = no result given; [ ] = another dose, or the depositor's remark. Unless noted, the call rests on the fitted dose curve; in most records, active means well fitted curve in the direction sought with a large enough effect; inconclusive means small, poorly fitted or top-dose-only effect, or another doubt; inactive means no such curve, though single readings can be large; an effect the other way counts as inactive or inconclusive. Unless noted, on the % scale 0 is the no-effect control and ±100 the full control effect. The list is partial; rates above refer to the full screens.

#	SMILES	SNCA expr inhib	HEK293 tox	HEK293 viab	3T3 cytotox
1	C#CCN(C)C(=O)[C@@H]1CCCN1[C@@H](C(=O)NC)c1ccc(OC)cc1	-4%[87.6 µM]	-6%[172 µM]	4%[87.6 µM]	-14%[174 µM]
2	CC(=O)c1cccc(C(=O)N2CCC3(CC2)NC(=O)N(Cc2ccccc2)C3=O)c1	26%	3%	-4%	-2%
3	Cc1ccccc1-c1ccc(C(=O)NCCCn2ccnc2C(C)C)cn1	-15%	?	-2%	-19%
4	COc1ccc(-n2ccn(CC(=O)NCc3ccc(C)cc3)c(=O)c2=O)cc1OC	?	/	9%	/
5	COc1ccc(C2Cn3nnc(C(=O)N4CCC(C(=O)Nc5cc(C)cc(C)c5)CC4)c3CO2)cc1 (stereo not given)	?	35µM*	-2%	45µM*
6	COc1cccc(NC(=O)CSC2=Nc3ccccc3C3=NC(CCC(=O)NCc4ccco4)C(=O)N23)c1 (stereo not given)	26%	/	-9%	/
7	COCC1(CNC(=O)c2cccc(OC)c2)C[C@@H](O)[C@@H](O)C1 (stereo not given in full)	-29%[87.6 µM]	i	1%[87.6 µM]	2%[138 µM]
8	CC1=C[C@@H](CNC(=O)C2CCCCC2)[C@H](C(C)C)C[C@H]1CC(=O)N1CCN(c2ccccn2)CC1	?	?	28µM*	?

#	Luciferase inh	IP6K1 inhibitor	GPT2 inhibitor
1	-5%[172 µM]	-2	-9%[88.5 µM]
2	-1%	24	i
3	-1%	-3	-3%
4	/	-7	/
5	-11%	5	0%
6	/	-11	/
7	-5%[172 µM]	3	-2%[88.5 µM]
8	-5%	16	-5%

Carrying on.
#	SMILES	SNCA expr inhib	HEK293 tox	HEK293 viab	3T3 cytotox
9	Cc1c(NC(=O)CC(C)C)cccc1-c1nc2cccnc2s1	17%	/	15%	/
10	Cc1ccccc1Nc1c(-c2c[nH]c3ccccc23)nc2ccc(Cl)cn12	93%[activator]	/	-7%	/
11	CCN(C)C(C)C(=O)N1CCC(Oc2ccccc2C)(C(=O)O)CC1 (stereo not given)	-17%	-2%	3%	-6%
12	CCOC(=O)Cc1ccc(NC(=O)n2ncc3cc(Cl)ccc32)cc1	?	/	-17%	/
13	Cc1ccc(-c2noc([C@@H]3C[C@H](NS(=O)(=O)c4ccc5ccccc5c4)CN3C)n2)cc1	80%[activator]	?	-2%	?
14	O=C(CC1=CCCCC1)NC1CCc2n[nH]c(=O)n2CC1 (stereo not given)	9%	-4%	5%	-6%
15	Cc1ccc(-c2cn3c(n2)CO[C@@H](CNC(=O)NCc2ccccc2)C3)cc1	-16%[87.6 µM]	?	3%[87.6 µM]	-17%[138 µM]
16	O=C1CCC2(CCN1CC1CC1)CCN(C(=O)c1cccc(F)c1)CC2	0%	1%	3%	-19%

#	Luciferase inh	IP6K1 inhibitor	GPT2 inhibitor
9	/	19	/
10	/	-6	/
11	9%	15	5%
12	/	0	/
13	20µM*	-7	1%
14	4%	2	-9%
15	71µM*	-4	3%[88.5 µM]
16	10%	0	i

3 compounds from above, arranged by molecular weight, largest number first.
#	SMILES	SNCA expr inhib	HEK293 tox	HEK293 viab	3T3 cytotox
13	Cc1ccc(-c2noc([C@@H]3C[C@H](NS(=O)(=O)c4ccc5ccccc5c4)CN3C)n2)cc1	80%[activator]	?	-2%	?
3	Cc1ccccc1-c1ccc(C(=O)NCCCn2ccnc2C(C)C)cn1	-15%	?	-2%	-19%
14	O=C(CC1=CCCCC1)NC1CCc2n[nH]c(=O)n2CC1 (stereo not given)	9%	-4%	5%	-6%

#	Luciferase inh	IP6K1 inhibitor	GPT2 inhibitor
13	20µM*	-7	1%
3	-1%	-3	-3%
14	4%	2	-9%

Continued.
#	SMILES	SNCA expr inhib	HEK293 tox	HEK293 viab	3T3 cytotox
17	CCOc1ccc2c(n1)CCN(C(=O)c1ccncc1)C2	2%	-2%	3%[12.5 µM]	-4%
18	CC/C=C\[C@H](O)[C@H](O)C1=C(C)C(=O)[C@]2(O1)C(=O)N[C@@](O)(C(=O)c1ccccc1)[C@@H]2O	/	/	-9%[23.9 µM]	/
19	c1ccc(C2CCCN(CCNc3ncncn3)C2)cc1 (stereo not given)	9%	0%	-4%	-21%
20	O=C(c1n[nH]c2ccccc12)N1CCC(c2nc(C3CCOCC3)no2)CC1	102%[activator]	-26%	-4%	?
21	CCc1c(CN2CCN(c3ccc(F)cc3)CC2)csc1C	51%[activator]	/	3%	/
22	CC(C)NC(=O)N1CC(Oc2cccc(-c3nc(-c4ccccc4)no3)c2)C1	67%[activator]	?	7%	?
23	CCC1=C(C(=O)OC)C(c2cccc(OC)c2)N2C(CC(=O)NCC3CCCO3)=CSC2=N1 (stereo not given)	-4%	-18%	-16%	-24%
24	Cc1ccc(-c2nnc(Nc3cccc(O)c3)c3ccccc23)cc1S(=O)(=O)N1CCN(C)CC1	-3%	/	-6%	/

#	Luciferase inh	IP6K1 inhibitor	GPT2 inhibitor
17	31%	-7	i
18	/	1	-10%[27.3 µM]
19	4%	-10	i[11.5 µM]
20	?	4	?
21	/	4	/
22	-30%	-3	-14%
23	-7%	36	-29%
24	/	-15	/

Further structures
#	SMILES	SNCA expr inhib	HEK293 tox	HEK293 viab	3T3 cytotox
25	Cc1ccc(-n2c(SCC(=O)N3CCCc4ccccc43)nc3c([nH]c4ccccc43)c2=O)cc1	45%[activator]	/	15%	/
26	Cc1nc(C(=O)N2C[C@@H](COc3ccccc3)[C@H](C(N)=O)C2)co1	2%	i	-6%	2%
27	Cc1ccc(-c2cc(-c3ccc4c(c3)NC(=O)CO4)nc3c2COc2ccc(C)cc2-3)cc1	1%	/	-2%	/
28	O=C(Cc1c[nH]c2ncc(-c3cccnc3)cc12)NCc1ccccc1	-4%[87.6 µM]	89µM*	-7%[87.6 µM]	35µM*
29	Cc1ccccc1NC(=O)CSc1nnc(-c2cccc(Cl)c2)o1	110%[activator]	/	-3%	/
30	COc1ccc(OC)c(NC(=O)N2CCCC(Cn3cnc4cccnc43)C2)c1 (stereo not given)	30%[activator]	-4%	0%	4%
31	COc1ccc(/C=C\c2onc(C)c2S(=O)(=O)N2CCC(C(=O)Nc3ccc(Cl)cc3)CC2)cc1	-3%	/	13%	/
32	CNCC(=O)N1CCC(n2nccc2NC(=O)Nc2ccccc2C)CC1	4%	-2%	-15%	i

#	Luciferase inh	IP6K1 inhibitor	GPT2 inhibitor
25	/	55	/
26	-1%	0	i
27	/	2	/
28	6%[172 µM]	-2	-3%[88.5 µM]
29	/	10	/
30	-8%	4	i
31	/	13	/
32	-1%	2	-28%

Later entries:
#	SMILES	SNCA expr inhib	HEK293 tox	HEK293 viab	3T3 cytotox
33	Cc1cc(C)c(NC(=O)Cn2c(=O)n(CC(=O)NCCc3ccccc3)c(=O)c3ccccc32)c(C)c1	8%	/	-2%	/
34	CCOCCn1c(=O)n(CC[C@H](O)c2ccccc2)c2cc(C(=O)O)cnc21	2%	-5%	2%	-2%
35	CCC(=O)N1CCC(N2CC(OCC3CC3)C23CCOCC3)CC1 (stereo not given)	12%	-3%	0%	i
36	Cc1noc(C)c1CN1C[C@@H]2[C@H](C1)N(CCOc1ccccc1)C(=O)C(C)(C)[S+]2(=O)[O-]	-16%	-23%	-10%	16µM*
37	COCC1CN(C(C)=O)CC12CCN(Cc1c(C)n[nH]c1C)CC2 (stereo not given)	-23%	-5%	-10%	-12%
38	CC1=C(C(=O)Nc2ccccc2)C(c2ccncc2)n2nc(SCc3ccccc3)nc2N1 (stereo not given)	5%	/	-4%	/
39	COc1ccc(CN2C(=O)[C@@H]3C[C@@H](CN3CC3CC3)Oc3ccccc32)cc1	?	?	?	79µM*
40	CC(C)(Oc1ccc(Br)cc1)C(=O)Nc1cc(-c2nc3ccccc3[nH]2)ccc1Cl	39%[activator]	/	-6%	/

#	Luciferase inh	IP6K1 inhibitor	GPT2 inhibitor
33	/	24	/
34	12%	-13	-18%
35	1%	3	i
36	-12%	2	5%
37	-15%	-9	i
38	/	17	/
39	-20%[172 µM]	-12	-2%[88.5 µM]
40	/	-3	/

(more compounds)
#	SMILES	SNCA expr inhib	HEK293 tox	HEK293 viab	3T3 cytotox
41	CCc1ccc(-n2c(=O)c3ccccc3n(Cc3ccccc3C#N)c2=O)cc1	-5%	/	-3%	/
42	O=C(NC1CCCCCCC1)C1CCCN(c2cn[nH]c(=O)c2)C1 (stereo not given)	-17%	-25%	-2%	-15%
43	CCCCCN(CCC(=O)NCCC(C)C)C(=O)c1cc(C)oc1C	-12%	28µM*	12%	?
44	CC(C)c1noc(-c2cn(C3CCN(C(=O)c4cccc(C#N)c4)CC3)nn2)n1	?	-9%	-4%	-17%
45	Cc1ccc2c(=O)cc(CSCC(=O)Nc3nnc(C)s3)[nH]c2c1	-19%	/	3%	/
46	CC(=O)Nc1ccc(NC(=O)Cn2ccn3nc4c(c3c2=O)CCCCC4)cc1	?	35µM*	-20%	?
47	Fc1ccc(-c2nnc3ccc(Nc4ccc(N5CCOCC5)cc4)nn23)nc1	?	?	?	?
48	COc1ccc(-c2cc(N3CCCC(NC(=O)c4cccc(Br)c4)C3)n[nH]2)cc1 (stereo not given)	-21%	?	?	?

#	Luciferase inh	IP6K1 inhibitor	GPT2 inhibitor
41	/	-8	/
42	-1%	19	0%
43	-9%	1	?
44	18%	0	i
45	/	-1	/
46	-9%	9	?
47	-18%[172 µM]	-19	?
48	?	-1	-11%

Going on with the list.
#	SMILES	SNCA expr inhib	HEK293 tox	HEK293 viab	3T3 cytotox
49	CN(CCc1noc(C2CN(Cc3cc(Cl)ccc3F)C2)n1)S(C)(=O)=O	?	?	-9%	?
50	CCN(CC)CCCNC(=O)CSc1nc2nc(C)c(Cc3ccccc3C)c(C)n2n1	16%	/	-5%	/
51	CCCNC(=O)C1COC2(CCN(C(=O)Cc3ccccc3)CC2)N1C(=O)c1cccc(C)c1 (stereo not given)	10%	-4%	14%	-6%
52	O=C(c1ccccc1)N1CCN2C(=O)N(Cc3ccccn3)C[C@H]2C1	1%[87.6 µM]	-6%[172 µM]	3%[87.6 µM]	-7%[138 µM]

#	Luciferase inh	IP6K1 inhibitor	GPT2 inhibitor
49	-5%	-2	-12%
50	/	8	/
51	-4%	1	-2%
52	-19%[172 µM]	-6	3%[88.5 µM]

Screening results from PubChem.
